V1aR counter – activates human V1a receptor in oxytocin agonist counter-screen | P37288 | CHO-V1R cells, Fluo-8 calcium fluorescence, agonist mode; 0% DMSO, 100% 3 nM vasopressin | activation, % at 3 µM | hit rate 0.25% among 320,000 | AID 2797;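 active means activation above the mean activation of all tested compounds plus 3 SD, per screening run, cut at about 20% in these data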;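 further: signal is peak over basal fluorescence ratio across a 100 second FLIPR read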
Target sequence (P37288 whole entry, looked up): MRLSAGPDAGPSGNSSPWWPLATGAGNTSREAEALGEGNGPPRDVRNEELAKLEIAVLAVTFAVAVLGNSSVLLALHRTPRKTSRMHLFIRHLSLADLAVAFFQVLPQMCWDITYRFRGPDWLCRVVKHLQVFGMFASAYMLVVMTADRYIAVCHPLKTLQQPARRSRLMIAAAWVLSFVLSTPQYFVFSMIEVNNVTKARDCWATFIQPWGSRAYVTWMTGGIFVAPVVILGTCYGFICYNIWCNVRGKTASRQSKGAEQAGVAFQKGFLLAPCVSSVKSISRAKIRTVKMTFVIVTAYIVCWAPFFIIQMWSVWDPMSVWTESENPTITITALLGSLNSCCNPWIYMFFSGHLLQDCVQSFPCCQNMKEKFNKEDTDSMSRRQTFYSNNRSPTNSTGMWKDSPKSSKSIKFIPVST
VIM-2 inhibitor – blocks Pseudomonas aeruginosa VIM-2 metallo-beta-lactamase; hit rate 0.89% among 290,000; purified VIM-2, nitrocefin hydrolysis, epi-absorbance fluorescence; inhibition, % at 5.6 µM;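 active means inhibition above the mean of all tested compounds plus 3 SD, cutoff set per screening run, cut at about 7.5% in these data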;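 further: red hydrolysis product quenches plate fluorescence so inhibitors raise well fluorescence; 0% = enzyme with DMSO and 100% = DMSO without enzyme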
GPR7 antag – antagonists of human GPR7 (neuropeptides B/W receptor 1); GPR7-expressing cells, fluorescence antagonist assay; hit rate 1.1% among 290,000; P48145; inhibition, % at 4.4 µM; in the data active means inhibition above about 16%, passing the limit was not always enough;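 further: cells stimulated with the agonist NPW; 0% = agonist with vehicle and 100% = vehicle without agonist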
PHOSPHO1 block – PHOSPHO1 (human) inhibition; recombinant PHOSPHO1, absorbance phosphatase assay; inhibition, % at 13.3 µM; hit rate 1.1% among 290,000; AID 1565; in the data active means inhibition above about 60%
Target sequence (Q8TCT1 whole entry, looked up): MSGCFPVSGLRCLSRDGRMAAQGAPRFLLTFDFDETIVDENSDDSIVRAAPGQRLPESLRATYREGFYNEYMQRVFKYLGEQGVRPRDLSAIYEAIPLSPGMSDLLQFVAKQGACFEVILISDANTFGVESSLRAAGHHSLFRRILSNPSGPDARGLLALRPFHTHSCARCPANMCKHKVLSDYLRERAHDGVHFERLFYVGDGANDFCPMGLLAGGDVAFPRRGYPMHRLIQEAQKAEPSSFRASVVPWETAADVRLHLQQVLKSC
IMP-1 inhibitor – blocks Pseudomonas aeruginosa IMP-1 metallo-beta-lactamase. AID 1556. purified IMP-1, nitrocefin hydrolysis, epi-absorbance fluorescence. hit rate 0.45% among 290,000. inhibition, % at 5.6 µM;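 active means inhibition above the mean plus 3 SD of all compounds in the same screening run, cut at about 4.5% in these data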;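 further: 0% = IMP-1 with DMSO and 100% = DMSO wells lacking enzyme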
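System: Purified IMP-1 | Read-out basis: Percent enzyme inhibition | Controls: IMP-1 with DMSO as 0%, enzyme-free DMSO as 100% | Replicates: One well per compound | Doses: 5.6 µM nominal single concentration | Detection: Epi-absorbance fluorescence, 480 nm excitation, 530 nm emission | Incubation: 25 °C, 15 min preincubation, 25 min reaction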
FID counter – fluorescent intercalator displacement, NS3 helicase counter-screen; DNA fluorescent intercalator displacement, fluorescence; inhibition, % at 7.9 µM; hit rate 0.17% among 290,000; AID 1845; in the data active means inhibition above about 37%;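 further: 0% = vehicle and 100% = reference compound; higher means more ethidium bromide displaced from hairpin DNA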
OXTR agonist – agonists of human oxytocin receptor | P30559 | CHO-OTR cells, Fluo-8 calcium fluorescence; normalized: DMSO 0%, oxytocin 100% | activation, % at 3 µM | hit rate 0.32% among 320,000 | AID 2435;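 active means activation above the mean of all tested compounds plus 3 SD, cutoff set per screening run, cut at about 20% in these data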;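 further: peak over basal fluorescence ratio from a 100 s FLIPR kinetic read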
NS3 helicase inh – inhibitors of Hepatitis C virus NS3 helicase. NS3 helicase DNA unwinding, Cy5 molecular beacon fluorescence. AID 1800. inhibition, % at 10.9 µM. hit rate 0.56% among 290,000;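 active means inhibition above the mean of all tested compounds plus 3 SD, set per campaign, cut at about 35% in these data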;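 further: 0% = DMSO wells and 100% = thioflavine S control wells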
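Control set: DMSO versus 110 µM thioflavine S; Material: NS3 helicase fragment of HCV; Measured by: Cy5 fluorescence at 0 and 60 min, beacon hairpin quenching; Read-out basis: percent inhibition from t60/t0 fluorescence ratio; Times: reaction time 60 min, 25 °C; Repeats: single replicate; Compound dosing: single dose, 10.9 µM nominal final, DMSO 0.8% final.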
GalR3 antagonist – blocks the human galanin receptor 3; inhibition, % at 3 µM; HEK293 GalR3-CNG cAMP membrane potential fluorescence; galR3 body fused to GalR1 C-terminus; hit rate 0.44% among 360,000;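 active means inhibition above the screen-wide average plus 3 SD, cut at about 13% in these data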;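 further: forskolin and galanin both at EC90 stimulate the cells; cAMP rise reported by CNG channel membrane potential dye signal; 0% = forskolin plus galanin with DMSO and 100% = forskolin alone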
Target sequence (O60755 1-299 limits assumed): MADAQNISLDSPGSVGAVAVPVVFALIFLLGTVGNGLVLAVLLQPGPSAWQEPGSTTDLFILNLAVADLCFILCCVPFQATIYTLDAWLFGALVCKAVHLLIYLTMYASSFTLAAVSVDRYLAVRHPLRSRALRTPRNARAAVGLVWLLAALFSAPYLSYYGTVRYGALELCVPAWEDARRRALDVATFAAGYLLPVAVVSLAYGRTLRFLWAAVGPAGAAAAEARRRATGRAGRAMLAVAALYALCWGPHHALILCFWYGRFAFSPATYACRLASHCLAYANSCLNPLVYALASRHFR
Active calls of the source: *; nt = not tested or not shown.

nr	canonical_smiles	GPR7 antag	PHOSPHO1 block	IMP-1 inhibitor	V1aR counter	GalR3 antagonist	FID counter	NS3 helicase inh	VIM-2 inhibitor	OXTR agonist
1	O=C(c1ccccc1-c1ccccc1)N1CCCCC1	11	1	-4.0	-1.1	-5	-18	2	-3.4	-1.4
2	Cc1cc(C)n(-c2nnc(C)n2/N=C/c2ccco2)n1	14	-9	-2.5	0.3	-1	-2	0	-3.0	1.4
3	Oc1ccc(C=NC2CCCCC2)c(O)c1	-11	-21	-4.1	5.0	0	5	18	-5.1	1.5
4	CN(C)c1ccc(/C=C(\Cl)c2nc3ccccc3s2)cc1	-11	-8	-1.8	1.1	nt	4	-1	0.2	-0.4
5	Cc1cc2nc(CCN3CCOCC3)n(S(=O)(=O)c3ccc(C(C)(C)C)cc3)c2cc1C	-8	4	-3.8	-0.1	-2	-3	-13	-2.9	0.2
6	Cc1ccc(CNS(=O)(=O)N(C)C)cc1	-6	9	0.5	0.6	1	-3	9	1.3	0.7
7	CCOC(=O)C1(CCc2ccccc2)CCN(C(=O)c2cc(C)nc(C)n2)CC1	-8	47	-0.8	0.2	1	-28	6	2.2	0.0
8	Cc1c(C(=O)NCCc2ccccc2)oc2ccc(S(=O)(=O)N3CCOCC3)cc12	9	-3	-3.0	7.0	1	-15	-2	-3.5	2.5
9	NC(=O)CCN(Cc1ccccc1)S(=O)(=O)c1ccccc1	2	10	-0.6	0.2	-5	3	3	-0.2	-0.5
10	COc1ccccc1OCc1ccc(C(=O)N2CCN(C(=O)c3ccco3)CC2)cc1	-9	-12	-2.1	-0.7	-5	-26	-1	-2.7	-0.7
11	COc1ccc(NC(=O)CCN2C(=O)C3CC=C(Cl)CC3C2=O)cc1 (stereo unspecified)	2	-8	-0.9	1.1	-9	-3	4	-1.2	-0.4
12	Cc1cc(Cl)ccc1C(=O)C1CCCN(C(=O)c2cc(C(C)C)no2)C1 (stereo unspecified)	-2	-15	-1.9	0.6	5	-29	-1	-1.2	0.9
13	CCCCNC(=O)C1CC(=O)N(c2ccc(OC)cc2)C1c1ccc(OC)cc1 (stereo unspecified)	-2	16	-3.0	-1.1	-2	-26	-4	-3.2	-0.7
14	Cn1cccc1Cc1nnc(SCC(=O)NCCc2ccccc2)n1-c1ccc(F)cc1	9	-2	-1.3	-0.4	1	-38	12	-3.2	-1.5
15	O=C(CNCCc1ccccc1)Nc1ccc(C(=O)N2CCCCC2)cc1	-2	24	-2.0	3.4	-7	2	-4	-3.0	1.1
16	Cc1cccc(CC(=O)Nc2cc(C)c3c(=O)oc4ccccc4c3n2)c1	-14	-6	-5.0	0.3	0	1	-2	-0.7	5.0
17	O=C(O)/C=C/c1cn(Cc2ccccc2Cl)nc1-c1ccccc1	3	6	-4.6	2.8	-7	-36	7	-1.5	7.0
18	O=C(/C=C/c1ccc(O)c(O)c1)NC(=O)c1ccccc1O	1	23	-0.8	-1.0	-4	4	6	0.3	-0.9
19	CCOC(=O)c1c(NC(=O)c2cc(-c3ccc(O)cc3)on2)sc(C(C)=O)c1C	-8	6	2.0	-0.2	3	-2	-13	0.1	0.2
20	Fc1ccc(-c2csc(Nc3ccccn3)n2)cc1	-11	9	-5.3	-1.5	-4	0	-8	-3.1	-2.6

2 records drawn at random from those above, as already listed:
nr	canonical_smiles	GPR7 antag	PHOSPHO1 block	IMP-1 inhibitor	V1aR counter	GalR3 antagonist	FID counter	NS3 helicase inh	VIM-2 inhibitor	OXTR agonist
19	CCOC(=O)c1c(NC(=O)c2cc(-c3ccc(O)cc3)on2)sc(C(C)=O)c1C	-8	6	2.0	-0.2	3	-2	-13	0.1	0.2
20	Fc1ccc(-c2csc(Nc3ccccn3)n2)cc1	-11	9	-5.3	-1.5	-4	0	-8	-3.1	-2.6

New compounds follow.
nr	canonical_smiles	GPR7 antag	PHOSPHO1 block	IMP-1 inhibitor	V1aR counter	GalR3 antagonist	FID counter	NS3 helicase inh	VIM-2 inhibitor	OXTR agonist
21	Cc1nc(N2CCN(c3ccccc3)CC2)[nH]c(=O)c1Cc1ccccc1	10	-11	-2.0	-0.3	-3	-1	7	-2.0	2.1
22	COc1ccccc1N1CCN(/N=C/c2ccc(C(=O)O)cc2)CC1	3	39	-3.5	-0.8	-8	-29	-3	-3.5	0.4
23	CCOC(=O)c1cnc(-n2cc(C)cn2)nc1Nc1ccccc1OC	-5	22	-8.0	-1.1	-5	0	-7	-0.5	-0.9
24	COc1ccc(/C=N/Nc2ncnc3sc4c(c23)CCCC4)cc1O	11	26	0.6	0.2	-3	-9	3	3.5	-0.1
25	NC(=O)[C@H]1CC2(CC(c3cccc(NC(=O)[C@H]4CCC(=O)N4)c3)=NO2)CN1C(=O)CC(c1ccccc1)c1ccccc1 (stereo partly specified)	nt	40	nt	0.0	-5	nt	nt	nt	-0.1
26	Cc1nnc(N(Cc2ccccc2)C(=O)c2cnccn2)s1	10	-8	-2.9	0.5	4	3	5	-5.2	-0.7
27	O=C1NC(=Nc2ccccc2)S/C1=C/c1cccs1	14	-1	-6.5	-0.3	-6	-6	11	-4.1	-1.6
28	CN1CCN(C(=O)C2=C[C@@H](c3ccccc3)C[C@@H](OCCCCO)O2)CC1	-1	44	-1.9	0.4	-8	-3	-1	-1.8	0.8
29	CC(C)(Oc1ccc(Cl)cc1)C(=O)N1CCC(C(N)=O)CC1	-19	41	-0.7	4.8	-6	-6	17	-0.2	0.6
30	CCOc1ccc2nc(NCCCO)[nH]c2c1	-3	-17	-2.0	-0.3	-3	7	5	0.1	-0.4
31	O=C(NCCCc1ccccc1)C(=O)NCC1OCCN1S(=O)(=O)c1ccc(F)cc1 (stereo unspecified)	-10	25	-1.1	2.3	3	-45	-12	-1.0	0.8
32	Cc1ccc2c(c1)nnn2C1CCN(CC(=O)N(c2ccccc2)c2ccccc2)CC1	-10	-10	-1.6	0.6	-4	-22	-10	-0.5	-0.4
33	Cc1ccc2cc(C)c(SCC(=O)NCc3ccco3)nc2c1	2	9	-1.6	-1.6	9	-24	5	-0.6	-2.4
34	O=C(O)c1ccccc1SSc1ccccc1C(=O)O	-11	37	1.2	0.3	-4	2	12	1.6	-0.1
35	O=C(Nc1ncccc1Cl)c1cccc(F)c1	-20	-21	0.9	1.2	0	0	-5	-0.8	0.0
36	Cc1nn(-c2ccccc2)c(Cl)c1C(=O)NCC(C)C	4	12	-1.8	-1.6	-1	-9	4	-2.9	-1.9
37	CCOC(=O)CSc1nnc(CNC(=O)c2ccc(OC)cc2OC)n1-c1ccc(OC)cc1	23	18	1.0	-0.8	-6	-41	0	0.7	-2.0
38	CN(c1cccc(NC(=O)CN2C(=O)c3ccccc3S2(=O)=O)c1)S(C)(=O)=O	-1	-3	0.0	0.8	3	-2	2	-2.0	0.8
39	N#Cc1c(NC(=S)NC(=O)C2CCCC2)sc2c1CCCCC2	-6	3	-1.6	0.6	-11	-1	0	-1.5	0.3
40	CCC(CC)NC(=O)Cc1ccccc1OC	-1	-4	0.0	-0.4	0	0	-5	-3.1	-1.1
41	C/C(=N\N=C(c1ccccc1)c1ccccc1)c1ccco1	-2	19	-1.5	-1.7	nt	-5	-5	-2.2	-2.0
42	COc1ccc(OC)c2[nH]c(=O)c(CCNS(=O)(=O)c3ccc(F)cc3)cc12	3	10	-3.5	1.9	-7	-26	4	-0.9	1.3
43	CCOc1ccccc1N1CCN(CC(O)COc2ccc3c(C)cc(=O)oc3c2)CC1 (stereo unspecified)	2	17	-0.9	2.2	-10	2	-7	3.0	1.1
44	COc1ccc(CN(C(=O)c2ccc(C)cc2)C2CCS(=O)(=O)C2)cc1 (stereo unspecified)	-6	28	0.8	-0.2	-6	-27	9	-1.9	-0.7
45	O=C(CO/N=C1\CCCc2nonc21)Nc1ccc(Br)cc1	-2	8	-3.5	2.6	0	-3	4	-2.9	1.3
46	CC(NC(=O)CN(c1ccccc1F)S(C)(=O)=O)c1ccccc1 (stereo unspecified)	-15	35	-1.8	-0.5	-4	-4	5	-0.7	-0.5
47	Cc1ccc(NC(=O)CCn2cnc3ccccc3c2=O)cc1Cl	0	-9	-1.6	-0.5	-3	0	-2	0.0	0.0
48	CC1CCN(CCCNC(=O)C2CCC(CNS(=O)(=O)c3ccccc3)CC2)CC1 (stereo unspecified)	-4	38	-1.9	0.2	-1	4	-3	-1.0	0.1
49	Cc1ccccc1SC1CCN(C(=O)C2CCC(=O)N(C3CC3)C2)CC1 (stereo unspecified)	-10	49	-0.3	3.5	-1	-40	5	-2.2	3.1
50	CSc1ccccc1NC(=O)CO/N=C(\C)c1cc2ccccc2o1	-2	0	-0.8	-0.3	0	-17	2	-3.2	-1.7
51	Cc1ccc(NC(=O)COC(=O)COc2cccc3c2OC(C)(C)C3)cc1C	-18	nt	-2.9	0.6	-1	-28	-16	-2.3	-0.7
52	N/C(=N/O)c1cccn1Cc1ccccc1[N+](=O)[O-]	-19	24	-2.3	-0.1	1	-1	-7	-1.4	2.3
53	Cc1ccc(NC(=O)CCCN2C(=O)/C(=C/C=C/c3ccccc3)SC2=S)cc1	1	-16	7.2*	0.5	-3	-13	19	1.1	0.3

Profiles, quoted from the list. Values in the order: GPR7 antag	PHOSPHO1 block	IMP-1 inhibitor	V1aR counter	GalR3 antagonist	FID counter	NS3 helicase inh	VIM-2 inhibitor	OXTR agonist
Listed for `C/C(=N\N=C(c1ccccc1)c1ccccc1)c1ccco1` → -2	19	-1.5	-1.7	nt	-5	-5	-2.2	-2.0
Listed for `Cc1ccc(NC(=O)CCCN2C(=O)/C(=C/C=C/c3ccccc3)SC2=S)cc1` → 1	-16	7.2*	0.5	-3	-13	19	1.1	0.3
Listed for `CCOc1ccccc1N1CCN(CC(O)COc2ccc3c(C)cc(=O)oc3c2)CC1` (stereo unspecified) → 2	17	-0.9	2.2	-10	2	-7	3.0	1.1
